Exocytosis inh = blocks lytic granule exocytosis. TALL-104 LAMP-1 surface exposure, flow cytometry; cells stimulated with thapsigargin and PMA. inhibition, % at 10 µM. 360,000 compounds, 0.66% hits. AID 651702;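 active = inhibition above about 55%, limit read from the data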
ABHD5 PLIN5 PPI = inhibitors of human ABHD5-perilipin-5 interaction; Q00G26+Q8WTS1; Split G. princeps luciferase complementation, luminescence, 4 h; inhibition, % at 4 µM; 360,000 compounds, 0.78% hits; AID 602281;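 active = inhibition above the mean inhibition across every tested compound plus 3 SD, cut at about 22% in these data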;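 note: 0% = DMSO only wells and the 100% control is not disclosed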
SRC3 inh = inhibits human SRC3 coactivator; AID 588352; HEK293 GAL4-SRC3 luciferase reporter, luminescence; Q9Y6Q9; inhibition, % at 3.6 µM; 360,000 compounds, 0.17% hits;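 active = inhibition above a per-campaign cutoff, the mean of all compounds plus 3 SD, cut at about 60% in these data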;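 note: 0% = DMSO-treated cells and 100% = gossypol-treated cells at 36 µM; higher means less SRC3-driven luciferase light from the GAL4 reporter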
TLR9-MyD88 inh = inhibitors of human TLR9-MyD88 binding | Q9NR96+Q99836 | inhibition, % at 4.98 µM | 340,000 compounds, 0.21% hits | AID 504734 | CHO BLA complementation TLR9-MyD88, CCF4 FRET ratio;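 active = inhibition above the mean over all tested compounds plus 3 SD, cut at about 21% in these data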;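 note: 0% = DMSO only wells and 100% = clavulanate BLA inhibitor control wells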
TROY signal inh = TROY signaling inhibition; Q293 LMP1-TROYcd NF-kB luciferase reporter, 4 h; inhibition, % at 10 µM; 360,000 compounds, 0.98% hits;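 active = compounds whose plate-normalised and pattern-corrected inhibition of the luciferase reporter signal at the single screening dose is 50% or more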
TWEAK-Fn14 inh = blocks TWEAK-Fn14 interaction in a reporter cell assay; 360,000 compounds, 2% hits; AID 1159606; TWEAK-stimulated Fn14 reporter cells, luciferase luminescence, 8 h; inhibition, % at 10 µM; in the data active = inhibition above about 50%
NOD2 RIPK2 PPI = inhibitors of human NOD2-RIPK2 interaction | 360,000 compounds, 0.38% hits | inhibition, % at 4.98 µM | CHO BLA complementation NOD2-RIPK2, CCF4 ratio | AID 624267 | O43353; in the data active = inhibition above about 21%;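 note: 0% = vehicle only and 100% = reference blocker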
COUP-TFII inh = NR2F2 (human) inhibition, primary screen; P24468; HEK293T NGFI-A luciferase reporter, luminescence; inhibition, % at 8.6 µM; 370,000 compounds, 0.7% hits; AID 686940;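 active = inhibition above a per-plate cutoff, mean inhibition of test wells between control levels plus 3 SD, cut at about 38% in these data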;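 note: cells cotransfected with COUP-TFII expression vector driving the NGFI-A reporter; 0% = median of COUP-TF2 test wells and 100% = reporter-only cells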
Target sequence (P24468 whole entry, looked up): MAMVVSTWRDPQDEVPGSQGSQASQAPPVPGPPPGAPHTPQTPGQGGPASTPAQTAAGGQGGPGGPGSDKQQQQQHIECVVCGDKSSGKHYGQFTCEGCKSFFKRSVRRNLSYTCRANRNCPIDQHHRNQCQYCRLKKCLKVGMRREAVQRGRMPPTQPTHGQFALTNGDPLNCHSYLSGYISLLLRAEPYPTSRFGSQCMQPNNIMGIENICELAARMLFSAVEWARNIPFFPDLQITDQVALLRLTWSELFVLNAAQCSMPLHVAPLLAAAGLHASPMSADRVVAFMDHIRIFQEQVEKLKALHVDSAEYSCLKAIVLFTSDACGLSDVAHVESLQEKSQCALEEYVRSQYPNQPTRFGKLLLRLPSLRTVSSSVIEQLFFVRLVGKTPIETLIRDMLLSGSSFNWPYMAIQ
NCOA2 inhibitor = inhibits human steroid receptor coactivator 2. AID 651957. inhibition, % at 9 µM. Q15596. HEK293 GAL4-SRC2 luciferase reporter, luminescence. 370,000 compounds, 0.17% hits;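 active = inhibition above the mean inhibition of all tested compounds plus 3 SD, set per campaign, cut at about 52% in these data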;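 note: 0% = DMSO treated cells and 100% = cells given Gossypol at 36 µM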
NCOA1 inh = human NCOA1 inhibition; Q15788; HEK293 GAL4-SRC1 luciferase reporter, luminescence; inhibition, % at 3.6 µM; 360,000 compounds, 0.12% hits;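 active = inhibition above the campaign mean plus 3 SD, with each screening campaign given its own cutoff, cut at about 60% in these data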;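 note: 0% = DMSO treated cells and 100% = gossypol at 36 µM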
LRH-1 inv ag = suppresses constitutive activity of human LRH-1; HEK293T StAR-luciferase reporter, LRH-1 transfected, 24 h; 360,000 compounds, 0.13% hits; AID 602396; inhibition, % at 3.6 µM;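 active = inhibition above the mean inhibition of all tested compounds plus 3 SD, cut at about 73% in these data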;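 note: 0% = DMSO wells and 100% = reporter-only cells lacking LRH-1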
Target sequence (O00482 whole entry, looked up): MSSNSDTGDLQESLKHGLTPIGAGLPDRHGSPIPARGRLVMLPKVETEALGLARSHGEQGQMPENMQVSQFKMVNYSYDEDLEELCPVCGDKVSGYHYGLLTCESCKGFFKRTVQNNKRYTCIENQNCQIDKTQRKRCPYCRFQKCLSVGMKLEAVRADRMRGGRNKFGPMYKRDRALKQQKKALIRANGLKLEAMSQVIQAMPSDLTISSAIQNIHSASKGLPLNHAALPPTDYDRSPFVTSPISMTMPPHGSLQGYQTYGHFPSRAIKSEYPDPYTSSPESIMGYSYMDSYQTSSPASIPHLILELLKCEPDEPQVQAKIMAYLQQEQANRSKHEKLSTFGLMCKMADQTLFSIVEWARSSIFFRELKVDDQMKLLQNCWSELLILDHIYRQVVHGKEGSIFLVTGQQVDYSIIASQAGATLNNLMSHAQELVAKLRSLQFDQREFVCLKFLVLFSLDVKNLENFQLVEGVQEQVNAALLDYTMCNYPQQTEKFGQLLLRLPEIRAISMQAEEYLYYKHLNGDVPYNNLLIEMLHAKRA
An asterisk follows results filed as active; · = not tested or not shown. Only part of the results is shown; the hit share may differ from the screen's.

SMILES	Exocytosis inh	ABHD5 PLIN5 PPI	SRC3 inh	TLR9-MyD88 inh	TROY signal inh	TWEAK-Fn14 inh	NOD2 RIPK2 PPI	COUP-TFII inh	NCOA2 inhibitor	NCOA1 inh	LRH-1 inv ag
Cc1cc(C)nc(/N=C(\N)Nc2ccc(S(=O)(=O)O)cc2)n1	-1	-1	5	·	7	-21	-5	8	-10	-32	7
CCOC(=O)Cc1csc(NC(=O)CC(C)(C)CC(=O)O)n1	8	0	15	14	18	-6	-1	-7	-3	1	17
COc1ccc(CC(=O)Nc2ccncc2Cl)cc1	6	20	21	-10	17	21	7	51*	24	-3	44
CCOC(=O)C1=CC[C@@H](c2ccccc2)N(S(=O)(=O)c2ccc(C)cc2)[C@H]1c1ccc(C#N)cc1	-2	2	12	·	21	9	7	9	15	0	2
COc1cccc(NC(=O)c2cccs2)c1	-1	-2	-58	-3	-37	-12	8	-15	-34	-51	-65
CCc1ncc(CN2CCC(C(=O)Nc3cccc(-c4cscn4)c3)CC2)cn1	30	7	-3	-5	11	0	3	-16	3	0	4
Cc1cc(C)n2nc(C(=O)OCC(=O)Nc3cc(S(=O)(=O)N4CCOCC4)ccc3Cl)nc2n1	5	3	5	3	-6	5	-15	-14	-45	7	14
CC(=O)Nc1ccc(CN(C)c2c(C)nc3ccc(C(=O)N(C)Cc4ccco4)cn23)cc1	-12	4	1	·	-1	-42	-9	-16	-26	0	-5
O=C(O)CSC(NC(=O)c1cccnc1)(C(F)(F)F)C(F)(F)F	-1	3	-3	-5	-18	4	3	2	10	-19	19
Cc1ccccc1CC(=O)Nc1ccc2c(C)cc(=O)oc2c1	-3	1	-13	0	-19	13	3	-4	-50	-10	2
COc1ccc(Cl)cc1NS(=O)(=O)c1ccc(S(=O)(=O)N2CCCC2)cc1	0	-6	-21	6	9	9	-2	9	5	-8	-8
FC(F)(F)c1ccc(-c2cccc3c2C2CC3CCN2)cc1 (stereo unspecified)	-1	10	14	-10	5	8	-5	1	32	-3	15
Nc1ccc2c(c1)COc1ccccc1O2	-2	-10	-37	-4	-46	1	-3	-1	-5	-35	-61
COC(=O)N/N=C/c1cc(C)n(-c2ccc(F)cc2)c1C	0	7	-2	-4	11	-10	0	-11	-4	-8	-1
C/C(=N\NC(=O)CSCc1ccccc1Br)c1cccc([N+](=O)[O-])c1	-3	0	10	-9	15	1	-6	13	10	-17	15

5 records drawn at random from the list so far:
SMILES	Exocytosis inh	ABHD5 PLIN5 PPI	SRC3 inh	TLR9-MyD88 inh	TROY signal inh	TWEAK-Fn14 inh	NOD2 RIPK2 PPI	COUP-TFII inh	NCOA2 inhibitor	NCOA1 inh	LRH-1 inv ag
CCOC(=O)C1=CC[C@@H](c2ccccc2)N(S(=O)(=O)c2ccc(C)cc2)[C@H]1c1ccc(C#N)cc1	-2	2	12	·	21	9	7	9	15	0	2
CCc1ncc(CN2CCC(C(=O)Nc3cccc(-c4cscn4)c3)CC2)cn1	30	7	-3	-5	11	0	3	-16	3	0	4
FC(F)(F)c1ccc(-c2cccc3c2C2CC3CCN2)cc1 (stereo unspecified)	-1	10	14	-10	5	8	-5	1	32	-3	15
COc1cccc(NC(=O)c2cccs2)c1	-1	-2	-58	-3	-37	-12	8	-15	-34	-51	-65
O=C(O)CSC(NC(=O)c1cccnc1)(C(F)(F)F)C(F)(F)F	-1	3	-3	-5	-18	4	3	2	10	-19	19

More entries follow:
SMILES	Exocytosis inh	ABHD5 PLIN5 PPI	SRC3 inh	TLR9-MyD88 inh	TROY signal inh	TWEAK-Fn14 inh	NOD2 RIPK2 PPI	COUP-TFII inh	NCOA2 inhibitor	NCOA1 inh	LRH-1 inv ag
CCOC(=O)c1c(-c2ccc(C)s2)csc1N	2	-24	10	4	2	5	-2	-3	3	-9	-10
CNC(=S)N1CCN(c2nc3ccccc3s2)CC1	-4	6	-54	-3	-51	-21	-15	-6	-50	-44	-91
COc1cccc(CN(C)CC(=O)NC(=O)NCc2ccco2)c1	-2	-2	-8	-10	-7	15	-2	-4	-21	7	5
Cc1ccc(NC(=O)NC(=O)c2cnccc2C(F)(F)F)c(C)c1	-5	2	15	-4	-6	6	-2	6	-29	-30	13
CC1(C(=O)NS(=O)(=O)c2ccc(F)cc2F)CCN1C(=O)C1CCCCC1 (stereo unspecified)	0	4	10	·	-5	-12	4	-8	11	-13	14
O=C(c1nc(-c2ccccc2)n(-c2ccccc2)n1)N1CCCCCC1	1	-7	12	3	-7	8	6	-5	12	-5	12
COc1ccccc1-c1nnc2sc(COc3ccc(Cl)cc3)nn12	-2	10	10	-2	2	-11	4	10	2	7	-1
O=C(Cc1ccc(Cl)c(Cl)c1)Nc1ccc(S(=O)(=O)Nc2ncccn2)cc1	6	-8	1	0	-6	35	-5	-2	-6	-13	-7
CCCOc1ccc(C2C(=O)N(C3CCCCC3)CC(=O)N2CCCOCC)cc1OC (stereo unspecified)	0	-8	-2	-5	14	-7	2	2	-2	-6	11
O=C(NC1CCCC1)C1CCC(=O)N1CCc1ccccc1 (stereo unspecified)	1	4	7	0	-11	17	-6	9	-7	14	20
O=C(CSCC(=O)Nc1nccs1)Nc1ccccc1	12	-2	-11	-10	17	12	5	-5	2	11	-8
O=C(CN1C(=O)/C(=C/c2ccccc2F)SC1=S)NC1C=CS(=O)(=O)C1 (stereo unspecified)	-7	-9	-6	-9	-8	-37	-5	15	4	6	-4
NS(=O)(=O)c1cccc(NC(=O)CSc2nc3ccccc3c(=O)n2CC2CCCO2)c1 (stereo unspecified)	-2	-7	-13	4	20	9	-1	9	-16	-7	-27
CCC[C@H](CN[C@@H](CNC)[C@H](C)CC)NCCc1cc(C(F)(F)F)cc(C(F)(F)F)c1	5	6	9	3	-7	-72	-1	0	1	-7	-18
O=S(=O)(O)c1cc2oc(-c3ccccc3)nc2c2ccccc12	2	0	-2	5	7	8	2	23	-22	4	17
COc1ccc(-n2nnnc2SCC(=O)N2CCOCC2)cc1	-1	6	-14	3	-7	-12	-2	-18	-5	-36	6
COCCS(=O)(=O)N(Cc1ccccc1)[C@H](C(=O)OC)C(C)C	-2	-10	8	-2	2	10	-9	13	13	1	6
O=C1CCC([N+](=O)[O-])C(C2CC=CCC2)N1 (stereo unspecified)	-5	7	22	4	3	3	-12	13	-19	-16	0
CC(C)c1ccc(N(C(=O)C(F)(F)F)C(C(=O)NC2CCCCC2)c2ccncc2)cc1 (stereo unspecified)	2	2	-8	2	12	-6	5	4	-22	0	-8
CCOc1ccc(C(=O)N2CCN=C2SC)cc1OCC	0	2	8	3	-10	7	1	-8	6	0	2
CC1(C)Cc2c(sc3nc4n(-c5ccccc5)c(=O)c(CCC(=O)O)nn4c(=O)c23)CO1	-3	-4	-10	-2	6	-1	-6	-5	-9	0	-1
CN(C)/C=C/C(=O)c1ccc2noc(-c3cccc(F)c3)c2c1	10	-6	-9	-13	-14	6	-20	-1	12	-16	-40
N#Cc1cc(C#N)c(N2CCN(c3cccc(Cl)n3)CC2)nc1N	-4	-1	-29	-1	-10	-19	-16	-38	-39	-36	-74
CC(Oc1ccc(F)cc1)C(=O)Nc1cc(Cl)ccc1-n1cncn1 (stereo unspecified)	-6	0	12	0	0	6	1	-10	8	-2	7
CC(C)c1ccc(/C=N/NC(=O)c2nnn(-c3nonc3N)c2CN(C)C2CCCCC2)cc1	0	-3	3	5	-2	-50	-4	3	-16	-3	-20
COc1cccc(C(=O)NNC(=O)Cc2csc(N)n2)c1	2	-1	15	-7	9	-2	-2	-10	13	6	-19
N#CCN(C(=O)COC(=O)CCCNC(=O)c1ccc(Cl)cc1)c1ccccc1	8	-5	-2	-5	-3	-7	1	-21	13	-2	-5
CCOc1ccc(C2N(c3ccc(OC)cc3)C(=O)C3CCCN32)cc1OC (stereo unspecified)	-6	-8	5	-10	-1	-14	-9	1	-16	-20	-19
Cc1cc(Nc2ccccc2)n2nc(C)c(-c3ccccc3)c2n1	6	-1	-21	2	-16	-25	5	-9	-3	-18	10
COc1ccc(/C=N/N=C2/NC(=O)C(CC(=O)O)S2)cc1OS(=O)(=O)c1ccccc1 (stereo unspecified)	4	-5	22	1	6	6	-10	13	-27	6	-6
Cc1ccc(OCC(=O)NNC(=S)NC(=O)C2CCCCC2)c(C)c1	0	-11	-12	-4	36	-3	-2	·	·	-7	3
O=C(Nc1cccc(S(=O)(=O)NC2=NCCCCC2)c1)C1COc2ccccc2O1 (stereo unspecified)	2	3	-2	-8	21	-37	0	-9	-15	-14	-1
Cc1noc(C)c1C(=O)N1CCN(Cc2ccc3c(c2)OCO3)CC1	0	-4	5	6	14	1	-17	6	14	-4	21
CC(C)C1Cc2c(sc3[nH]c(=S)n(Cc4ccccc4)c(=O)c23)CO1 (stereo unspecified)	4	-3	-12	-10	33	7	-4	1	-3	10	-3
COc1cc(/C=C/C(=O)OCC(=O)Nc2cc(C)c(C)cc2[N+](=O)[O-])ccc1O	-5	4	13	14	-7	-52	-13	-9	-15	11	10
O=C(c1cccnc1Cl)N(Cc1ccccc1)Cc1ccccc1	10	-4	0	2	31	-1	-4	26	20	8	7
C#CCN(C[C@H]1[C@H](OC(=O)Nc2c(C)noc2C)[C@H](OC(=O)Nc2c(C)noc2C)C[C@@H](C(=O)OC)[C@H]1C(=O)OC)S(=O)(=O)c1ccc(C)cc1	-1	-1	-3	-4	-11	-8	4	10	17	-8	-1
CC(C)(Nc1ccccc1)C(=O)c1ccccc1	-7	-1	0	-3	14	-14	0	6	18	-12	9
N=C(N)SCc1cn2ccccc2n1	9	2	6	-7	-8	-12	2	-7	-6	-16	4
Cc1cc(C)cc(OCC(=O)N2CCCCCC2)c1	-2	1	-6	-1	2	-1	8	4	-26	6	-1
Cc1cccc2c(N)c3c(nc12)CCCC3 (tested in a mixture with another compound)	0	5	5	-9	-14	-39	6	2	-13	-35	-3
CC(=O)/C=C\c1ccc(OC(=O)c2cccnc2)cc1	5	2	-9	3	8	0	-10	16	3	3	-2
Cc1ccc(-c2nn(-c3ccccc3)cc2/C=N/NC(=O)c2ccc(Br)o2)cc1	1	6	-45	5	10	35	5	-38	-32	-42	-77
Cc1cc(/C=C2/C(=N)N3C(c4ccccc4)=CSC3=NC2=O)c(C)n1-c1ccc(Cl)cc1	60*	3	21	4	-19	2	-15	-16	-15	4	17
Cc1cc(S(=O)(=O)N2CCN(c3ccc(F)cc3)CC2)ccc1-n1cnnn1	0	-7	5	0	-8	0	-3	-13	-21	0	12

Of the compounds above, these contain an aryl thioether with sulfur outside any ring:
SMILES	Exocytosis inh	ABHD5 PLIN5 PPI	SRC3 inh	TLR9-MyD88 inh	TROY signal inh	TWEAK-Fn14 inh	NOD2 RIPK2 PPI	COUP-TFII inh	NCOA2 inhibitor	NCOA1 inh	LRH-1 inv ag
NS(=O)(=O)c1cccc(NC(=O)CSc2nc3ccccc3c(=O)n2CC2CCCO2)c1 (stereo unspecified)	-2	-7	-13	4	20	9	-1	9	-16	-7	-27
COc1ccc(-n2nnnc2SCC(=O)N2CCOCC2)cc1	-1	6	-14	3	-7	-12	-2	-18	-5	-36	6
